Compound activity from PubChem.
ZTA DNA inh – blocks Epstein-Barr virus ZTA, an EBNA-1 counter-screen | inhibition, % at 11 µM | AID 2234 | 320,000 compounds, 0.15% hits | ZTA-DNA binding, fluorescence polarization; in the data active means inhibition above about 33%
Target sequence (P03206 whole entry, looked up): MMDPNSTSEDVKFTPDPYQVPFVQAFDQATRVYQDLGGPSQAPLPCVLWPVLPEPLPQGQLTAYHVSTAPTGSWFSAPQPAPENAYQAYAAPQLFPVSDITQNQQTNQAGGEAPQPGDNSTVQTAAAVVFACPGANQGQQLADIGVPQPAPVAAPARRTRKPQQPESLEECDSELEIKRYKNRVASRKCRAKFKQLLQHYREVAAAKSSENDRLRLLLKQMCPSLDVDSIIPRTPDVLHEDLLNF
MCL1-BIM inh – inhibitors of MCL1 binding to BIM-BH3, primary screen, biochemical, fluorescence polarization | Induced myeloid leukemia cell differentiation protein Mcl-1 (Homo sapiens), Q07820 | GST-MCL1 / FITC-Bim-BH3 fluorescence polarization | inhibition, % at 10.9 µM | 320,000 compounds, 0.68% hits | AID 2057, 2009;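 active means inhibition above the mean inhibition of all tested compounds plus 3 SD, set per campaign, cut at about 40% in these data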;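 further: 0% = DMSO wells and 100% = unlabeled Bim-BH3 peptide control; higher means more loss of mP so more displacement of Bim peptide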
Target sequence (Q07820 whole entry, looked up): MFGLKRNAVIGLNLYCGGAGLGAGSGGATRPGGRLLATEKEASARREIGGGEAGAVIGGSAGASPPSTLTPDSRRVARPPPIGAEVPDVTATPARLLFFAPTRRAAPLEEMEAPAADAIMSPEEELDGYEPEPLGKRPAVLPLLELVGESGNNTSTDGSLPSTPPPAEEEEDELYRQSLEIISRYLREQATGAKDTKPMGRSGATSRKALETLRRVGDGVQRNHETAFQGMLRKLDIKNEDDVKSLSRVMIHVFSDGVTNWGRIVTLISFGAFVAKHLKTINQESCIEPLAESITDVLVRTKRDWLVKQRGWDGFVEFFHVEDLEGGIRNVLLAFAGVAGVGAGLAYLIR
Fam108B counter – mouse Fam108B serine hydrolase inhibitors, primary screen, counter-screen for RBBP9 inhibitor project, biochemical, fluorescence polarization | recombinant Fam108B, FP-Rh probe fluorescence polarization | inhibition, % at 9.51 µM | 300,000 compounds, 0.33% hits;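 active means inhibition above the screen mean inhibition plus 3 SD, computed separately per campaign, cut at about 18% in these data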;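 further: inhibitors lower polarization as less probe binds the enzyme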
GLD-1 TGE inh – GLD-1/TGE RNA complex disruptors, primary screen, biochemical, fluorescence polarization. inhibition, % at 5.96 µM. purified GLD-1 + fluorescein TGE RNA. 320,000 compounds, 0.44% hits. Female germline-specific tumor suppressor gld-1 (Caenorhabditis elegans), Q17339;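 active means percent inhibition above a per-plate cutoff, the plate mean of test compounds plus 3 SD, cut at about 30% in these data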;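 further: 0% = DMSO wells with GLD-1 and probe and 100% = wells lacking GLD-1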
EBNA-1 inh – EBNA-1 DNA-binding inhibitors, primary screen, biochemical, fluorescence polarization; inhibition, % at 14.8 µM; 300,000 compounds, 0.34% hits; AID 1950, 2009; in the data active means inhibition above about 28%
Efflux pump inh – inhibitors of Candida efflux pumps in yeast, primary screen, S. cerevisiae, Nile Red, multiplex. S. cerevisiae Candida pump triplex. inhibition, % at 10 µM. 330,000 compounds, 0.44% hits;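 active means plate passing quality check with inhibition over a set limit, or well fluorescence over plate mean plus 4 SD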;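 further: Nile Red retained in pooled yeast measured as flow cytometry median fluorescence; 0% = buffer negative control and 100% = Enniatin B positive control; higher means more Nile Red kept so more efflux inhibition; some compounds called inactive have numbers as strong as hits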
BCLXL inh – inhibitors of human Bcl-xL, primary screen, biochemical, fluorescence polarization, HTS. GST-Bcl-xL / FITC-Bim BH3 peptide fluorescence polarization. inhibition, % at 10.9 µM. 320,000 compounds, 0.7% hits. AID 2129, 2009;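 active means inhibition above the mean of all tested compounds plus 3 SD, cutoff set per campaign, cut at about 30% in these data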;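 further: 0% = DMSO wells and 100% = unlabeled Bim-BH3 peptide competitor; inhibitors lower millipolarization by displacing the labeled peptide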
MEX-5 binding – MEX-5 zinc finger RNA-binding disruptors – biochemical, C. elegans, fluorescence polarization, MLPCN library, primary screen | MEX-5/FITC-TCR2 RNA binding; stronger effect = lower value | activity score (negative = inhibition of binding), % at 10 µM | 300,000 compounds, 0.38% hits;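 active means inhibition past about -25% in most replicates, and total fluorescence under double the plate's negative control median, limit read from the data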;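 further: 0% = DMSO and -100% = 5 µM competing unlabeled TCR2 RNA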
Target sequence (Q9XUB2 whole entry, looked up): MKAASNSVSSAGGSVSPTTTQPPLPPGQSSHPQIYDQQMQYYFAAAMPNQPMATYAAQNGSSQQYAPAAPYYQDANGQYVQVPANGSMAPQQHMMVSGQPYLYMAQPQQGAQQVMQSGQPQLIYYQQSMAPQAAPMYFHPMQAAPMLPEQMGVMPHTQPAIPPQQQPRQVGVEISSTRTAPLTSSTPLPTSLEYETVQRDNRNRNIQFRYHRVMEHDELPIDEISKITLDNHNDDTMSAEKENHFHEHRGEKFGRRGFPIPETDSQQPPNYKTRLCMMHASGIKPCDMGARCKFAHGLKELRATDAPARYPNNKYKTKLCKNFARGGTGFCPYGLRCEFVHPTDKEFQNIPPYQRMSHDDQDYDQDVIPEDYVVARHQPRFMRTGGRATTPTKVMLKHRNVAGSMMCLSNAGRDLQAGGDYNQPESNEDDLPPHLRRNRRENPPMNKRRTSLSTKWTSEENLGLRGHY
CR mimetic SO – reduction of superoxide in aged yeast, primary screen, HTS. S. cerevisiae aged cells, superoxide DHE fluorescence; stronger effect = lower value. superoxide response (% of plate mean), % at 10 µM. 330,000 compounds, 0.18% hits. AID 2690, 2010;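 active means superoxide response under a set limit, about three screen SD below normal, cut at about 65% in these data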;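 further: yeast aged for seven days with compound at 30 °C before DHE staining; 100% = average MFI of all compound-treated wells on the plate with controls excluded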
* hit, by the source's call; . = not tested or not shown.

SMILES | ZTA DNA inh | MCL1-BIM inh | Fam108B counter | GLD-1 TGE inh | EBNA-1 inh | Efflux pump inh | BCLXL inh | MEX-5 binding | CR mimetic SO
COc1ccccc1C(=O)NCC(=O)OC(C)C(=O)NC1CCCCC1C (stereo not drawn) | 4.6 | 0.3 | . | 5.0 | . | 0.1 | 3.9 | . | 120.4
COc1ccc(C2CC(=O)c3cnc(NC(=O)c4ccccc4OC)nc3C2)c(OC)c1 (stereo not drawn) | -2.3 | 5.5 | -12.1 | -1.4 | -21.7 | 0.0 | -1.5 | -0.3 | 96.7
Cc1cccc(Nc2c([N+](=O)[O-])cc(C(=O)N3CC(=O)Nc4ccccc43)cc2[N+](=O)[O-])c1 | 7.8 | 4.9 | 4.9 | -0.7 | -3.4 | 0.1 | 6.3 | -1.4 | 102.6
CCOc1ccc(C(=O)OCC(=O)c2c(N)n(C)c(=O)n(C)c2=O)cc1OCC | -6.0 | 3.4 | -1.0 | 0.0 | -5.2 | -0.2 | 3.5 | 0.9 | 95.8
Cc1onc(-c2ccccc2)c1C(=O)Nc1ccc(S(=O)(=O)N2CCOCC2)cc1 | -7.2 | 3.3 | 1.5 | 3.0 | -2.1 | 0.0 | 2.8 | -1.8 | 98.8
O=C(Nc1ccccc1N1CCOCC1)c1cccnc1 | -13.2 | -8.2 | -0.4 | -3.8 | -6.6 | -0.1 | -0.6 | 0.4 | 94.8
Nc1nc(-c2nc3ccccc3[nH]2)cs1 | 13.7 | -2.9 | 2.0 | -5.4 | -3.1 | 0.4 | -1.2 | 1.1 | 98.6
COc1cc(NC(=O)c2cccs2)c(C(=O)OCC(=O)NC(C)c2ccccc2)cc1OC (stereo not drawn) | 14.9 | -0.1 | 3.3 | 0.9 | 2.6 | 0.0 | 4.0 | -0.2 | 103.5
COc1ccc(/C=C(\NC(=O)c2ccc(OC)c(OC)c2)C(=O)N2CCN(C)CC2)cc1 | -10.3 | 1.5 | -0.2 | 0.0 | -8.9 | 0.6 | 3.8 | -0.2 | 88.3
COC(=O)c1cc(C(=O)Nc2ccc(S(N)(=O)=O)cc2)cc([N+](=O)[O-])c1 | -5.7 | -6.1 | 1.0 | 5.0 | -11.6 | 0.2 | 1.5 | -1.4 | 111.0
Cn1c(N)c(C(=O)COc2ccc(C#N)cc2)c(=O)n(C)c1=O | -16.2 | -6.8 | -1.0 | 10.8 | -11.1 | -0.1 | -3.2 | -3.1 | 102.0
COc1ccc(C(C)NC(=O)c2ccncc2)cc1 (stereo not drawn) | -1.8 | 5.6 | 2.8 | -0.9 | 2.0 | -0.2 | 5.5 | -1.9 | 100.0

One compound at a time (already shown):
COc1ccc(/C=C(\NC(=O)c2ccc(OC)c(OC)c2)C(=O)N2CCN(C)CC2)cc1 as listed: ZTA DNA inh = -10.3; MCL1-BIM inh = 1.5; Fam108B counter = -0.2; GLD-1 TGE inh = 0.0; EBNA-1 inh = -8.9; Efflux pump inh = 0.6; BCLXL inh = 3.8; MEX-5 binding = -0.2; CR mimetic SO = 88.3
Nc1nc(-c2nc3ccccc3[nH]2)cs1 as listed: ZTA DNA inh = 13.7; MCL1-BIM inh = -2.9; Fam108B counter = 2.0; GLD-1 TGE inh = -5.4; EBNA-1 inh = -3.1; Efflux pump inh = 0.4; BCLXL inh = -1.2; MEX-5 binding = 1.1; CR mimetic SO = 98.6

The list goes on:
SMILES | ZTA DNA inh | MCL1-BIM inh | Fam108B counter | GLD-1 TGE inh | EBNA-1 inh | Efflux pump inh | BCLXL inh | MEX-5 binding | CR mimetic SO
CC(=O)c1ccc(/C=C/c2nc3ccccc3n2C)o1 | -8.0 | 20.6 | 0.5 | 5.5 | 0.2 | 0.3 | 18.3 | -3.5 | 108.1
Cc1cc(O)c(/C=N/OCc2ccc(Cl)cc2Cl)c(=O)o1 | 7.6 | 8.5 | -1.2 | -6.1 | 4.4 | -0.1 | 3.1 | -1.1 | 90.7
COC(=O)c1ccc(S(=O)(=O)NNC(=O)c2ccc(S(=O)(=O)N3CCCCC3)cc2)cc1 | -18.3 | 2.3 | 3.2 | 5.7 | 0.5 | 0.3 | 4.1 | 0.3 | 115.2
CCOC(=O)c1c(C)[nH]c(C(=O)COC(=O)/C=C/c2ccc(OC(F)F)cc2)c1C | 9.1 | 2.6 | -1.0 | -3.3 | -1.7 | 0.0 | 4.2 | 1.1 | 100.3
CCOc1ccc(NC(=O)N2CCC(c3ccc(C)cc3)C2)cc1 (stereo not drawn) | -3.0 | 1.4 | 4.2 | 7.7 | -0.1 | 0.1 | 0.4 | 1.8 | 109.0
Cc1c(C)n(CCc2ccccc2)c2ncnc(NCCO)c12 | 1.0 | 1.9 | 5.1 | 0.6 | -8.3 | 0.3 | 3.9 | 0.9 | 99.5
O=C(NN=C1CCCCCC1)c1cc(-c2ccccc2)nc2ccccc12 | -7.2 | -2.7 | -0.2 | -1.0 | 12.3 | -0.3 | -3.8 | 0.5 | 88.0
NNC(=O)/C(=C/c1cccs1)NC(=O)c1ccccc1Cl | -1.6 | -0.3 | -4.7 | 1.4 | -2.7 | 0.2 | -0.2 | -1.7 | 106.9
CCc1nnc(NC(=O)CSc2nnc(COc3ccccc3)n2-c2ccc(C)cc2)s1 | 6.8 | -7.9 | 2.6 | 9.7 | -6.7 | 0.1 | -9.2 | 1.0 | 95.4
CCN(CC)N=Nc1ccc(S(=O)(=O)N2CCSC2C(=O)O)cc1 (stereo not drawn) | -5.9 | -8.8 | -0.7 | 1.1 | -4.5 | 0.2 | -0.2 | -0.7 | 107.9
O=C(Nc1ccnc(-c2cccnc2)n1)c1cccc(Cl)c1Cl | -15.3 | -12.9 | -1.2 | -4.0 | 5.8 | 1.0* | -3.5 | -3.7 | 120.8
Cc1cccc(NC(=O)CNC(=O)c2cccc(S(=O)(=O)NCc3cccs3)c2)c1C | 3.6 | 7.4 | . | 3.8 | . | 0.0 | 4.7 | . | 105.9
Cc1nc(N2CCN(C(=O)CCC(=O)O)CC2)c2c(C)c(C)sc2n1 | -7.6 | 1.3 | -2.3 | 2.4 | 6.2 | 0.1 | 3.5 | -4.7 | 109.1
O=C(CC(=O)N/N=C/c1cccs1)NCc1ccccc1 | 4.4 | -0.9 | 1.0 | 3.6 | -2.3 | 0.0 | 7.4 | 0.6 | 102.6
Cc1ccnn1CCC(=O)O | 8.7 | 0.9 | 0.5 | 11.7 | -17.1 | 0.3 | 0.7 | 0.7 | 117.4
CC(COc1ccccc1)N(CCCl)Cc1ccccc1 (stereo not drawn) | -14.5 | 2.0 | -3.7 | 1.8 | -8.9 | 0.1 | -3.7 | 0.9 | 116.3
CCCCCN1CN(S(=O)(=O)c2cccs2)c2nc3ccccc3nc21 | -0.3 | 2.9 | -3.5 | 3.7 | 14.6 | -0.1 | 3.4 | 1.8 | 107.2
CCCCc1nc2sc3c(=O)n(N)cnc3c2c2c1CCC2 | -15.7 | 4.7 | -7.1 | -0.8 | -4.3 | -0.1 | 5.9 | -1.3 | 95.7
O=[N+]([O-])c1ccc(CN2CCN(c3ccc4ccccc4n3)CC2)cc1 | 1.9 | 7.0 | 0.7 | 6.5 | 2.4 | 0.1 | 3.9 | 2.0 | 98.4
CC(C)CNC(=O)COC(=O)c1cncc(Br)c1 | 2.5 | 1.8 | 1.1 | 3.1 | 11.2 | -0.3 | 4.7 | -0.7 | 84.4
O=C1CC(c2ccc(F)cc2)CC2=C1C(c1ccc([N+](=O)[O-])o1)Nc1ccccc1N2 (stereo not drawn) | 7.4 | 2.9 | 4.7 | 4.0 | 6.5 | 0.2 | 2.0 | 3.1 | 106.1
O=C(c1cccc(NS(=O)(=O)c2ccc(F)cc2)c1)N1CCN(c2ccccc2)CC1 | -9.3 | 0.2 | -1.9 | -3.9 | -0.3 | 0.0 | 0.3 | -5.4 | 109.3
COC(=O)c1ccc(CO/N=C/c2ccc(OC)cc2OC)cc1 | 4.2 | -5.4 | -0.1 | -4.4 | -17.6 | 0.7 | 1.1 | 1.2 | 90.1
Cc1cc(C)cc(OC(C)C(=O)Nc2ccc(S(=O)(=O)Nc3cc(C)nc(C)n3)cc2)c1 (stereo not drawn) | -4.8 | -5.0 | -3.0 | 5.1 | 3.5 | -0.3 | 6.2 | 1.3 | 99.4
O=[N+]([O-])c1ccc(Nc2cccc(F)c2)nc1 | -2.8 | -3.6 | -1.9 | -4.8 | -16.7 | 0.2 | -1.1 | 0.4 | 119.7
Cc1cccn2c(=O)c3cc(C#N)c(=NC(=O)c4cccnc4)n(CC4CCCO4)c3nc12 (stereo not drawn) | -5.2 | 44.1* | -2.2 | 26.0 | -0.4 | 0.1 | 47.4* | -7.6 | 160.4
CCn1nccc1C(=O)Nc1cc(Cl)cc(Cl)c1 | -15.8 | 0.7 | 0.7 | 0.1 | 4.6 | -0.3 | 3.5 | 0.4 | 108.6
CC(=O)C[C@H](O)CC(=O)[C@H]1OC(=O)[C@H](C)C/C=C\Cc2ccccc21 | -8.5 | 3.7 | . | -10.6 | . | 0.0 | -0.4 | . | 108.3
CC(=O)N1c2ccc(S(=O)(=O)N3CCCCC3)cc2CC1C (stereo not drawn) | 9.5 | -7.3 | -2.9 | -4.0 | -16.2 | 0.2 | 3.5 | -0.3 | 125.8
O=C1c2ccccc2C(O)(Cc2ccccc2)N1C1CCCCC1 (stereo not drawn) | -7.2 | 5.3 | 0.0 | 8.2 | 5.0 | 0.0 | 5.5 | 1.3 | 99.0
CCN(CC)c1nc(N)n(CCSC(=S)N(C)C)c(=O)n1 | 3.0 | -0.2 | -0.3 | 10.9 | 3.4 | 0.0 | 4.4 | 0.5 | 103.9
Cc1ccc(S(=O)(=O)NCCC(=O)NC2CCN(Cc3ccccc3)CC2)cc1 | -18.0 | -2.0 | -0.2 | 6.7 | -2.7 | 0.0 | 4.1 | -1.9 | 93.0
CCn1c(=O)cc(OCC(=O)NC2CC2)c2ccccc21 | -12.2 | 2.9 | 1.7 | 5.1 | -1.0 | 0.3 | 4.9 | 2.7 | 117.9
COC(=O)c1cc(NS(=O)(=O)c2ccc(Cl)c(N3C(=O)c4ccc(C(=O)O)cc4C3=O)c2)cc(C(=O)OC)c1 | 12.9 | 0.2 | -0.8 | 4.4 | 8.5 | -0.2 | 5.1 | -0.9 | 102.9
O=C(NCc1ccco1)c1ccc(Cn2c(=S)[nH]c3ccccc3c2=O)cc1 | 12.2 | -4.8 | -14.4 | 3.9 | 13.4 | -0.1 | -6.1 | -0.1 | 94.7
O=C(/C=C\Nc1ccc(Br)cc1)c1cccnc1 | -1.9 | 4.3 | 3.4 | 11.1 | 3.6 | 0.0 | 4.5 | -1.8 | 107.7
COc1ccc(N(CC(=O)N2CCN(C)CC2)S(C)(=O)=O)cc1OC | 0.2 | -0.6 | -1.1 | -3.2 | 8.8 | -0.2 | 2.2 | 0.8 | 90.6
CC1CN(c2ccc(NC(=S)NNCCC#N)cc2)CC(C)O1 (stereo not drawn) | -7.8 | 10.5 | 6.7 | -6.7 | -8.3 | -0.1 | 11.5 | 2.2 | 102.1
CCOc1ccccc1CNS(=O)(=O)c1ccc(-c2cnc(C3CC3)o2)cc1 | 6.1 | -1.9 | 0.9 | 6.6 | 5.2 | -0.1 | -4.5 | -1.6 | 103.8
